# Compound activity: PubChem, several laboratories
# OPRM1-OPRD1 ag – OPRM1-OPRD1 heterodimerization agonism; activation, % at 9.3 µM; 340,000 tested, 0.3% active; AID 504326; cells, luminescence; P35372+P41143; in the data active means activation above about 18%;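 further: 0% = vehicle-treated cells and 100% = reference agonist; values of inactives mirror those of a sister screen read the other way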
# HTR5A inv ag – HTR5A inverse agonism, opioid heterodimer counter-screen; P47898; HTR5A cell line, luminescence; inhibition, % at 9.3 µM; 340,000 tested, 0.083% active; in the data active means inhibition mostly above about 23%, no sharp cut-off; inactive means mostly below about 18%;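 further: 0% = cells with DMSO and 100% = no-cell wells with DMSO; some compounds called inactive have numbers as strong as hits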
# DSG3 Ab inh – blocks pemphigus antibody binding to human desmoglein-3; P32926; DSG3-coupled beads, scFv-anti-DSG3-GFP binding, flow cytometry; stronger effect = lower value; binding (percent of control), % at 10 µM; 310,000 tested, 0.48% active;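 active means binding more than 3 SD below its plate's average and above zero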;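 further: hits lower antibody fragment binding to DSG3; some compounds called inactive have numbers as strong as hits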
# Target sequence (P32926 whole entry, looked up, the tested form may be a part): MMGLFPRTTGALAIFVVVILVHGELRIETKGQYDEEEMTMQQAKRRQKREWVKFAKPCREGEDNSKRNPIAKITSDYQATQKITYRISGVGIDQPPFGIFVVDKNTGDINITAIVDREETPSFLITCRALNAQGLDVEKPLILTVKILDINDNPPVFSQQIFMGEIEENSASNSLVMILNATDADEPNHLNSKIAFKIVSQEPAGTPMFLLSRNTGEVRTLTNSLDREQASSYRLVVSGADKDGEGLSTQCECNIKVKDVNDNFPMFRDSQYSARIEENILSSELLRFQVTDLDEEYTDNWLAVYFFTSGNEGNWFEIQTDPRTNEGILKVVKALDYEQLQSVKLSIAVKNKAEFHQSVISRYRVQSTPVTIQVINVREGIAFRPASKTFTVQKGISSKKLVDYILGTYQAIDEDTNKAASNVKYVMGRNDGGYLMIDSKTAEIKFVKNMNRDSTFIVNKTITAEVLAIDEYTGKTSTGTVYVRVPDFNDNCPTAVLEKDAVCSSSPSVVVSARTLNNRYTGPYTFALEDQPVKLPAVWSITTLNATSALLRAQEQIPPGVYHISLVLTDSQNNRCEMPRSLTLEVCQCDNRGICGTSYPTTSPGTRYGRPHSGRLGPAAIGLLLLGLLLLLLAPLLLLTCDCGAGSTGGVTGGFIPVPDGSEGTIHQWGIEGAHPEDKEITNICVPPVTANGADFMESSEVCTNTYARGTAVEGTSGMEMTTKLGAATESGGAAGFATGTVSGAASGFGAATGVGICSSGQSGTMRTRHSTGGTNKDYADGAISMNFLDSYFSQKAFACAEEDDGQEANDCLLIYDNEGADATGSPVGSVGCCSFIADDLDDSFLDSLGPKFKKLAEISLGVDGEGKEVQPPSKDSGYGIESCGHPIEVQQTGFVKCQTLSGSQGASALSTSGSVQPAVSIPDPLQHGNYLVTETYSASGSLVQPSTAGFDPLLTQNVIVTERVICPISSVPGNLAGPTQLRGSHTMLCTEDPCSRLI
# PKA-R1A activ – activators of PKA-R1A complex. activation, % at 11.4 µM. PKA-R1A dissociation, Cy5-IP20 fluorescence polarization; scaled: DMSO 0%, 113 µM cGMP 100%. 340,000 tested, 0.083% active. P00514+P68181;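 active means percent activation above the mean of all tested compounds plus 3 SD, cut at about 19% in these data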;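 further: higher means more PKAc released from R1A so a rise in polarization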
# HTR5A ag ctr – HTR5A agonism, opioid heterodimer counter-screen; 340,000 tested, 0.61% active; P47898; HTR5A agonist assay, luminescence, cell-based; activation, % at 9.3 µM; in the data active means activation mostly above about 9.5%, no sharp cut-off; inactive means mostly below about 7.6%;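 further: 0% = cells with vehicle only and 100% = reference agonist; strong numbers were not always called active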
# DAGLB inhibitor – diacylglycerol lipase beta (human) inhibition; Q8NCG7; HEK293T DAGLB membrane lysate, EnzChek fluorogenic substrate; inhibition, % at 5.17 µM; 340,000 tested, 0.059% active; AID 504411; in the data active means inhibition above about 34%;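 further: 0% = enzyme with vehicle and 100% = wells lacking enzyme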
# PKA-R2B activ – activators of human PKA-R2B complex; activation, % at 11.4 µM; P22694+P31323; 340,000 tested, 0.079% active; PKA-R2B holoenzyme dissociation, Cy5-IP20 fluorescence polarization; R2B truncated from residue 108, S112A mutant; 0% DMSO only, 100% 113 µM cGMP; AID 504700;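 active means activation above a cutoff set at the mean over all compounds plus 3 SD, cut at about 18% in these data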;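 further: higher means more holoenzyme dissociation and a rise in polarization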
# Arr AP2 block – inhibitors of human beta-arrestin and AP2 interaction. FITC-arrestin peptide / GST-AP2 beads, flow cytometry; AP2 beta2 appendage carries R879A mutation. inhibition, % at 10 µM. 340,000 tested, 0.31% active. AID 504490;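 active means inhibition above a set limit, near 3 SD of compounds lacking own fluorescence, cut at about 54% in these data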;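 further: plate controls were DMSO wells for no effect and 5 µM unlabelled arrestin peptide for full effect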
#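 Test system: GST-tagged AP2 beta2-adaptin appendage (R879A) on 4 µm glutathione beads; also added: fluorescein-tagged arrestin peptide at 50 nM final; timing: 12 min plus 1 h, RT; signal: flow cytometry, FL1 (488/535 nm); read-out: percent drop in bead-associated FITC signal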
# OPRM1-OPRD1 inv – inverse agonists of human mu-delta opioid receptor heterodimerization. 340,000 tested, 0.21% active. P35372+P41143. cell-based MOR-DOR heterodimer luminescence, inverse agonism. inhibition, % at 9.3 µM. AID 504357; in the data active means inhibition above about 22%, passing the limit was not always enough;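 further: 0% = cells with DMSO and 100% = wells without cells with DMSO; values of inactives mirror those of a sister screen read the other way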
# V-ATPase pH – yeast V-ATPase proton transport regulation by pHLuorin; S. cerevisiae, pHLuorin cytosolic pH fluorescence; response, % at 10 µM; 350,000 tested, 0.37% active; AID 504577; in the data active means response mostly above about 7.3%, no sharp cut-off; inactive means mostly below about 5.4%; further: actives read high; inactives centre near 0; some compounds called inactive have numbers as strong as hits; reference of the scale not given here
# Numbers without * were called inactive; nt = no result given.
SMILES,OPRM1-OPRD1 ag,HTR5A inv ag,DSG3 Ab inh,PKA-R1A activ,HTR5A ag ctr,DAGLB inhibitor,PKA-R2B activ,Arr AP2 block,OPRM1-OPRD1 inv,V-ATPase pH
O=C(CNc1cccc(F)c1)Nc1cccc(S(=O)(=O)N2CCCCC2)c1,-1.6,-26,86,2,0,-1,-8,-3,10,-3
Cc1ccc(-c2nc(SCC(=O)c3c(N)n(C)c(=O)n(C)c3=O)n[nH]2)cc1,-2.5,-9,93,-4,9,1,-4,13,14,-3
O=C(O)COCC(=O)NCc1csc2ccc(Cl)cc12,-1.6,-29,108,-1,2,-2,-2,-13,8,1
CCC(=O)NCCC(c1ccco1)c1ccccc1OC (stereo unspecified),-0.6,12,nt,-3,-4,-1,-9,-3,3,-2
N/C(=N\OC(=O)c1ccncc1)c1cccc([N+](=O)[O-])c1,-2.5,-1,118,-10,0,-2,11,-6,12,-2
CCCOC1CCCN(C(=O)c2cc(COc3ccc(-n4cncn4)cc3)on2)C1 (stereo unspecified),-0.3,-1,100,3,5,0,1,-9,1,-4
CN1C(=O)C(c2ccccc2[N+](=O)[O-])C(=O)c2ccccc21 (stereo unspecified),-2.1,4,97,-12,-1,-1,3,-3,12,-2
Cc1ccc(N2C(=O)CC(Nc3ccccc3)C2=O)cc1 (stereo unspecified),-1.8,-5,94,11,13,1,1,1,10,1
CSCC[C@H](NC(=O)[C@@H]1Cc2ccccc2CN1)C(=O)NC[C@H]1CC[C@H](C(=O)O)CC1,-3.3,2,106,-2,0,-4,1,32,15,-1
CCOc1ccc(CCNC(=O)c2cnccn2)cc1OCC,2.9,-25,103,11,0,-3,-4,-1,-18,2
C=C1c2cccc(OC)c2O[C@H](C(=O)OCC)[C@@H]1CCCCCC,1.9,13,99,-16,-4,-13,-7,-3,-9,-1
COc1ccccc1OCCNC(=O)c1ccc(S(=O)(=O)N(C)C)cc1,-1.1,7,105,-2,6,-1,-10,11,6,-7
O=C(NC1CC(=O)N(c2cccc(F)c2)C1)N1CCN(C(=O)c2ccco2)CC1 (stereo unspecified),0.8,8,98,-6,-3,0,-3,34,-5,-1
CC(=O)Nc1ccc(NC2CCCCC2NS(=O)(=O)c2ccccc2)cc1 (stereo unspecified),-1.3,14,102,0,-5,3,-8,0,6,2
CCOc1ccccc1N1CC(C(=O)Nc2cccc(S(=O)(=O)N3CCCCC3)c2)CC1=O (stereo unspecified),-3.0,-14,113,1,-2,-2,-2,-15,14,5
CCN(CC)S(=O)(=O)c1ccc(Cl)c(NC(=O)CSc2cccc[n+]2[O-])c1,-2.2,-16,91,1,0,-1,9,17,11,1
CCc1cc2c(NCc3ccco3)ncnc2s1,-2.0,-5,470,-7,2,-3,7,12,12,-5
COc1cccc(OC)c1C(=O)NCC12CC3CC(C1)CC(CNC(=O)c1c(OC)cccc1OC)(C3)C2,-2.0,-2,110,-8,1,-1,-1,-5,10,1
CCOc1ccc2nc(N3CCC(C(=O)NCCCN4CCOCC4)CC3)sc2c1,-2.6,-36,100,-12,1,-4,1,4,14,-4
CC(=O)c1ccc(N2CCN(C(=O)Nc3ccc(C)cc3)CC2)cc1,-2.8,24,106,-7,8,-3,5,-7,14,-2

# The closing 3 entries of the part before come first, to join the parts.
SMILES,OPRM1-OPRD1 ag,HTR5A inv ag,DSG3 Ab inh,PKA-R1A activ,HTR5A ag ctr,DAGLB inhibitor,PKA-R2B activ,Arr AP2 block,OPRM1-OPRD1 inv,V-ATPase pH
COc1cccc(OC)c1C(=O)NCC12CC3CC(C1)CC(CNC(=O)c1c(OC)cccc1OC)(C3)C2,-2.0,-2,110,-8,1,-1,-1,-5,10,1
CCOc1ccc2nc(N3CCC(C(=O)NCCCN4CCOCC4)CC3)sc2c1,-2.6,-36,100,-12,1,-4,1,4,14,-4
CC(=O)c1ccc(N2CCN(C(=O)Nc3ccc(C)cc3)CC2)cc1,-2.8,24,106,-7,8,-3,5,-7,14,-2
Cc1ccsc1/C=N/n1cnc2sc(C)c(C)c2c1=O,-3.4,-15,117,0,0,-11,-2,-3,14,2
C=CCN(CC=C)C(=S)NC(=O)c1ccc(OC)c(Br)c1,-4.1,21,84,-8,-4,1,-9,9,23,0
O=S(=O)(c1cccc(-c2nc3ccccc3s2)c1)N1CCCC1,-1.3,-8,126,11,0,-9,-7,-5,7,-5
C[N+]1=C2CCCCCN2C(O)(c2ccccc2)C1 (stereo unspecified),1.0,-10,83,-4,4,1,0,-14,-6,1
O=C1c2ccccc2C(=O)N1CC(O)CNc1ccc(Br)cc1 (stereo unspecified),-3.6,10,108,0,0,1,-10,-9,19,3
COC(=O)c1ccc(CN2CCN(Cc3ccc(C(=O)OC)o3)CC2)o1,-1.9,6,108,-11,-2,-2,-3,20,11,0
COc1ccc(NC(=O)C2CCN(c3nc(C)nc4c3CCC4)CC2)cc1,-1.2,-3,101,-13,-2,-1,4,4,7,1
CCOC(=O)N1CCN(C(=O)CCl)CC1,-2.1,-7,83,1,3,0,2,50,10,1
O=C(CC(=O)Nc1ccccn1)Nc1ccccn1,-1.5,-1,111,-1,-3,0,3,41,8,0
CC1CCN(C(=O)Cn2c3ccccc3c3nc4n(c(=O)c32)CCCS4)CC1,-0.1,2,100,7,-1,-2,9,29,1,-4
CC1Sc2ccc(S(=O)(=O)CCC(=O)NCc3ccccc3)cc2NC1=O (stereo unspecified),-2.8,-6,97,2,1,2,-3,0,14,-4
CCCCCCN1C[C@@H](n2cc(C3CC3)nn2)[C@H](O)C[C@@H]1c1ccc(Cl)cc1,nt,nt,nt,1,nt,-6,-2,nt,nt,0
CCOc1ccc(OCc2ccc(C(=O)N(C)c3ccccc3)o2)cc1,-3.8,8,118,-1,-2,-3,-5,24,19,4
COc1cc(/C=C2\S/C(=N/S(=O)(=O)c3ccc(C)cc3)NC2=O)c([N+](=O)[O-])cc1OC,-0.9,-22,100,1,-1,12,-6,9,5,-3
COC(=O)c1ccc(C(c2c(N)n(Cc3ccccc3)c(=O)n(C)c2=O)N2CCOCC2)cc1 (stereo unspecified),-0.9,-9,98,3,-4,0,5,-5,6,8
Cc1ccc(C2N(c3cccc(Cl)c3)C(=O)C3CCCN32)o1 (stereo unspecified),-2.2,-26,104,-5,9,4,1,-4,12,-4
CCN(CC)c1ccc(C=Nc2ccc(C#N)cc2)c(O)c1,-0.5,-6,102,-7,1,-2,-9,13,2,-4
Cn1c(-c2ccccc2)cc(=NNS(C)(=O)=O)c2cc(S(=O)(=O)O)ccc21,nt,nt,104,-3,nt,1,-11,nt,nt,-1
CCOC(=O)CN1C(=O)COc2ccc(Cl)cc21,-1.1,-32,93,-10,4,1,-3,18,6,3
COc1ccc(S(=O)(=O)NCCc2csc(-c3cccnc3)n2)cc1,-1.7,-11,106,-1,-2,-1,-4,-1,10,-3
O=C(c1ccccc1-c1nc(-c2ccccc2)no1)N1CCOCC1,-2.8,2,99,5,0,-1,-9,-5,15,0
COC(=O)c1cccc(Nc2nc3ccccc3nc2C)c1,0.8,4,97,1,-2,-5,-3,12,-4,-2
O=C(Cc1coc2ccc3ccccc3c12)NC1CCCc2ccccc21 (stereo unspecified),2.2,-12,99,-3,4,-6,-2,3,-13,0
CC(c1ccccn1)N(Cc1ccco1)C(=S)Nc1cccc(F)c1 (stereo unspecified),1.2,0,95,-3,0,1,-2,6,-7,3
CC1CC(C)CN(S(=O)(=O)c2ccc(C(=O)Nc3nnc(C4CC4)o3)cc2)C1 (stereo unspecified),-1.0,-7,nt,0,2,4,3,41,6,1
CCCCOC(=O)c1sc2nc(N3CCOCC3)c3c(c2c1N)CC(C)(C)OC3,-2.1,-4,97,2,1,1,2,-11,11,0
O=S(=O)(c1ccc(N2CCOCC2)nc1)N1CCOCC1,-2.9,5,102,-13,-2,-3,1,2,16,2
O=P(OC1CCCCC1)(OC1CCCCC1)C(Nc1ccccc1)c1cccnc1 (stereo unspecified),-1.4,-28,110,-8,-2,-1,0,3,7,-3
O=C1NCCN1C(=O)c1ccccc1F,-0.7,-8,103,-8,2,1,-13,3,4,5
Cc1cccc(NC(=O)C(C)SCc2ccccc2)c1 (stereo unspecified),0.6,-15,112,-1,6,-2,-6,-19,-3,1
COC(=O)Cn1c(CN2CCN(c3ccccc3F)CC2)nc2c1c(=O)n(C)c(=O)n2C,-0.7,-37,101,-10,12,2,-6,4,4,-4
OCCCNc1nc(-c2ccc(Cl)cc2)nnc1-c1ccc(Br)cc1,-1.6,-10,92,3,-1,-7,5,18,8,-3
CCc1ccc(N2C(=O)CC(N3CCN(Cc4ccc5c(c4)OCO5)CC3)C2=O)cc1 (stereo unspecified),-0.8,-9,104,4,4,-3,-5,-4,5,0
O=C(COc1ncnc2ccccc12)Nc1ccc(S(=O)(=O)N2CCOCC2)cc1,-2.5,-13,95,0,4,1,6,3,13,3
CC(=O)Nc1ccc(S(=O)(=O)NC2(C(F)(F)F)NC(=O)N(c3ccc(Cl)cc3)C2=O)cc1 (stereo unspecified),-1.0,-12,104,-2,8,-4,5,-5,5,0
Cc1ccc(COn2nnc3ccc(S(=O)(=O)N4CCOCC4)cc32)cc1,0.3,9,nt,-1,-4,-1,9,31,-1,5
CC(=O)NS(=O)(=O)c1ccc(NC(=O)c2cccc(OCc3c(C)noc3C)c2)cc1,-0.2,-14,101,2,-3,0,-5,16,1,0
O=C(Nc1ccc(-n2cnnn2)cc1)C1CCC1,-3.1,1,98,-4,11,0,1,-5,16,0
O=C(O)COc1ccc(F)cc1Br,-0.7,-3,120,-2,1,-2,-3,-6,4,-2
Cc1ccc(NC(=O)COC(=O)C2(C)CC2(Cl)Cl)cc1S(=O)(=O)N1CCOCC1 (stereo unspecified),-1.1,4,104,2,-2,2,-1,30,6,23*
COc1ccc(NC(=O)CN(C)C(=O)c2ccc(N3CCCCC3)c([N+](=O)[O-])c2)cc1,-1.9,-2,98,-1,1,5,-2,44,10,2
CNC(=O)C1CCN(S(=O)(=O)c2c(C)noc2/C=C/c2ccc(OC)cc2)CC1,-2.0,9,94,1,-3,-3,3,26,12,2
Cc1ccc(CNC(=O)C2COc3ccccc3O2)cc1 (stereo unspecified),-4.1,-3,100,-9,1,-7,-2,-16,19,-1
CCc1ccc(CN2CCC(C(=O)Nc3ccc(Oc4ccccc4)nc3)CC2)o1,1.7,2,nt,-3,0,-1,-2,5,-9,1
Cc1nc(C)n(CC(O)COc2ccc(C(=O)c3ccccc3)cc2)n1 (stereo unspecified),-1.6,-14,109,-1,7,-1,13,6,9,-5
O=C(Nc1cccc2c1[nH]c1ccccc12)C(F)(F)F,3.0,1,95,-2,0,-3,2,-11,-17,-2
COc1cc(CSC)nc(-c2ccccc2)n1,-0.1,11,nt,7,-4,-6,-6,44,1,2
Cc1ccc(NC(=O)N2CCN(Cc3ccc4c(c3)OCO4)CC2)cc1,-2.8,1,99,-8,-2,2,-2,0,14,9
